Screens: PubChem BioAssay, Small Molecule Screening Facility, UW Madison
SSB-PriA inh – blocks PriA binding to SSB C-terminal tail. AlphaScreen SSBct-PriA binding, biotinylated peptide. inhibition, % at 33 µM. actives 0.6% (n = 430,000); in the data active means inhibition mostly above about 37%, no sharp cut-off; inactive means mostly below about 20%;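 further: plate controls were negative control peptide for no effect and reference peptide for full effect; strong numbers were not always called active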
* = called active by the depositor; & = joins results of further samples. Not all compounds are listed; the hit share may differ from the screen's.

A first look (4 entries):
SMILES	SSB-PriA inh
COc1ccc(-c2nnc3ccc(OCCNC(=O)c4ccccc4C)nn23)cc1OC	7
O=C(NCCn1nc(-c2cccs2)n(C2CC2)c1=O)c1ccc(-n2cccc2)cc1	-15
O=C(Cc1cc(=O)[nH]c(SCc2ccccc2)n1)NCCc1ccccc1	-4
c1cc2c(cc1Nc1nc(Nc3ccc4c(c3)OCO4)nc(N3CCOCC3)n1)OCO2	20

Main list (from the top)
SMILES	SSB-PriA inh
COc1ccc(-c2nnc3ccc(OCCNC(=O)c4ccccc4C)nn23)cc1OC	7
O=C(NCCn1nc(-c2cccs2)n(C2CC2)c1=O)c1ccc(-n2cccc2)cc1	-15
O=C(Cc1cc(=O)[nH]c(SCc2ccccc2)n1)NCCc1ccccc1	-4
c1cc2c(cc1Nc1nc(Nc3ccc4c(c3)OCO4)nc(N3CCOCC3)n1)OCO2	20
Cc1noc(C)c1CC(=O)NCc1cnn2ccccc12	0
CC(O)c1nc2ccccc2n1C (configuration not stated)	-17
Cc1cc(=O)n(CCNC(=O)c2ccccc2Nc2ccccc2)cn1	-21
Cc1ccc(S(=O)(=O)Nc2ccc(-c3cn4c(n3)SCC4)cc2)s1	7&2
CCOc1ccccc1NC(=O)CSc1nc2cc(-c3ccccc3)sc2c(=O)n1C	-12
O=S1(=O)CCC(n2nc(-c3ccc(Cl)cc3)cc2NS(=O)(=O)c2cnc[nH]2)C1 (configuration not stated)	-12
CC(=O)Nc1ccc(S(=O)(=O)N2CCN(c3ccc(-n4nc(C)cc4C)nn3)CC2)cc1	-2
CCOc1ccc(NC(=O)CCC(=O)NN=C2CCCc3ccccc32)cc1	8
Cc1noc(C)c1S(=O)(=O)Cl	-3
CCCNC(=O)Cc1csc(SCC(=O)Nc2cccc(NC(C)=O)c2)n1	-1
Cc1ccc(S(=O)(=O)NN=Cc2ccc3c(c2)OCO3)cc1C	1
COc1ccc(C(=O)CC2SC(=N)NC2=O)cc1 (configuration not stated)	-14
COc1cccc(CC(=O)NC[C@](C)(O)c2ccc(-c3ccccc3)cc2)c1	-15
Cn1cccc1C(O)CNC(=O)C1(c2ccccc2)CCOCC1 (configuration not stated)	-9
Oc1cccc(C=NNc2cc(N3CCCC3)nc(N3CCCC3)n2)c1	33
CNC(=S)NNC(=O)c1ccccc1O	-5
CC(=O)Nc1ccc(N=C2NC(=O)/C(=C\c3ccc(C)o3)S2)cc1	7
CC(=NOCC(=O)OC(C)C(=O)Nc1ccc(C(N)=O)cc1)c1ccc2c(c1)OCO2 (configuration not stated)	3
Cc1cc(C)c(C)c(S(=O)(=O)Nc2cccc(Cl)c2)c1C	9
C=CCOc1ccc(C2C(=C(O)c3ccc4c(c3)CC(C)O4)C(=O)C(=O)N2CCN2CCOCC2)cc1OCC (configuration not stated)	7
CCn1nc(C)cc1C(=O)Nc1cc(C)cc(C)c1	3

The list continues.
SMILES	SSB-PriA inh
CCOc1ccc(CC(=O)Nc2ccc(C)c(N3CCCC3=O)c2)cc1	-15
CCCOc1ccc(C(O)=C2C(=O)C(=O)N(CCCOC)C23C(=O)N(C)c2ccccc23)cc1 (configuration not stated)	-7
O=C(CNC(=O)c1ccc2c(c1)OCO2)NN=Cc1cccc([N+](=O)[O-])c1	-3
O=C(Nc1cccnc1)C1CN(C(=O)c2ccc3c(c2)OCO3)C1	-15
Cn1cc(S(=O)(=O)N2CCCN(C(=O)c3cc4ccccc4[nH]3)CC2)cn1	-34
COc1ccc(NC(=O)CN2CCC(C(=O)NCCc3ccncc3)CC2)cc1OC	9
N#Cc1c(-c2ccc3c(c2)OCO3)nc(N2CCCCC2)[nH]c1=O	13
CC(=O)c1cccc(NC(=O)CSc2nccn3nc(-c4ccc(Cl)cc4)cc23)c1	1
COc1cccc(NC(=O)CN2CCC(C(N)=O)CC2)c1	-2
Cc1ccc2nc(C)c(NC(=O)NCc3ccccc3)c(=O)n2c1	-5
Cc1nc2ccccc2n1CCC(=O)N/N=C\c1c(O)ccc2ccccc12	31
Cc1ccc(C)c(-n2c(N)c(C(=O)NCc3ccc4c(c3)OCO4)sc2=S)c1	39
COc1ccc(-c2c3c(nc4sc(C(=O)c5ccc6c(c5)OCCO6)c(N)c24)CC(C)(C)CC3=O)cc1	-5
Cc1cccn2cc(CSc3nc4ccccc4[nH]3)nc12	-13
COc1ccc(OC)c(-c2cc(C(=O)NCC3CCN(C(=O)c4snnc4C)CC3)n(C)n2)c1	15
Cn1cccc1C=NNC(=O)c1ccc[n+]([O-])c1	-4
COc1cccc(C(=O)NCCc2cn3cccc(C)c3n2)c1	-1
Cc1ccc(NCc2cc3cc4c(cc3n(CC(=O)NCc3ccccc3)c2=O)OCCO4)cc1	10
COc1ccc(C2C(=C(O)c3ccc4c(c3)OCCO4)C(=O)C(=O)N2c2nc(C)c(C(C)=O)s2)cc1 (configuration not stated)	-5
CCN1CCN(CC(O)COc2ccccc2-c2ccccc2)CC1 (configuration not stated)	-9
O=C(Nc1ccccc1Cl)N1CCN(c2ccc(Nc3ccccn3)nn2)CC1	-5
Cc1ccc(S(=O)(=O)CCCC(=O)Nc2nc3c(Cl)ccc(Cl)c3s2)cc1	-13
CCOc1ccc(C=NNC(=O)NC23CC4CC(CC(C4)C2)C3)cc1O	4
Cc1ccccc1-c1cn(CC(=O)NCc2ccc(F)cc2F)nc1N1CCOCC1	-9
COc1cc2[nH]c3c(=O)n(CC(=O)NCc4ccc(Cl)cc4)cnc3c2cc1OC	6

The closing two records of the section before open the next one:
SMILES	SSB-PriA inh
Cc1ccccc1-c1cn(CC(=O)NCc2ccc(F)cc2F)nc1N1CCOCC1	-9
COc1cc2[nH]c3c(=O)n(CC(=O)NCc4ccc(Cl)cc4)cnc3c2cc1OC	6
CS(=O)(=O)NCCS(=O)(=O)N1CCN(c2ccccc2F)CC1	-7
O=C(NN=Cc1ccncc1)c1cc([N+](=O)[O-])cc([N+](=O)[O-])c1O	8
CCCCN=C1CC(C)(C)CC(=O)C1=C(O)CCCN1C(=O)c2ccccc2C1=O	-1
Cc1nc(-c2ccc(N3CCN(C(=O)c4c[nH]c5ccccc45)CC3)nc2)no1	-7
CC(C)Sc1nc(N2CCCC2)c2cnn(CCNC(=O)c3ccc(F)c(F)c3)c2n1	-5
COC(=O)C1CC(Oc2ccccc2F)CN1C(=O)c1cc2ccccc2o1 (configuration not stated)	-5
COc1ccc(NC(=O)c2coc(NC(=O)c3cc(C)on3)n2)cc1Cl	1
O=C(NCc1ccc(F)cc1)C(=O)N1CCN(Cc2ccc3c(c2)OCO3)CC1	-5
C(=NN1CCN(Cc2ccccc2)CC1)c1cccnc1	-19
O=C1CCC(=O)N1Cc1csc(Nc2cccnc2)n1	-11
Cc1nnsc1C(=O)N1CCC(CNS(=O)(=O)c2ccc3c(c2)CCO3)CC1	-1
Clc1ccc(-c2ccco2)nn1	-6
Cc1cc(NC(=O)c2sccc2S(=O)(=O)N(C)c2ccccc2)ccc1Br	-8
COc1cccc(C=NNc2ncc(C)c(=O)[nH]2)c1OC	-14
Cc1nc(NCCNC(=O)c2ccc3c(c2)OCO3)cc(N2CCOCC2)n1	-18
Cc1cc(-c2ccc(NC(=O)c3c(F)cccc3F)c(C)c2)ccc1NC(=O)c1c(F)cccc1F	-13&-5
O=S(=O)(NCC1(O)CCOCC1)c1ccccc1OC(F)(F)F	-15
CCCCC(=O)N1CCN(c2ccc(C)nn2)CC1	-9
Cc1cccc(-n2c(C)cc(C=Nn3cnnc3)c2C)c1	2
CC(=NNc1ccccc1)c1cc2ccccc2oc1=O	0
Cn1nnc2c(N3CC(C(=O)Nc4nc5ccc(S(C)(=O)=O)cc5s4)C3)ncnc21	-15
O=C(NNC(=O)C1CC1)c1cccn(Cc2ccc(F)cc2)c1=O	-13
O=S1(=O)N=C(SCc2ccccn2)Nc2ccc(Cl)cc21	-16
O=C(COc1ccccc1F)Nc1cnn(C2CCOC2)c1 (configuration not stated)	16
O=C(c1c[nH]c(=O)c(Cl)c1)N1CCS[C@H](c2ccccc2)CC1	2

Some values from the results shown:
Reading of O=C(COc1ccccc1F)Nc1cnn(C2CCOC2)c1 (configuration not stated) under SSB-PriA inh: 16
Reading of O=C(NCc1ccc(F)cc1)C(=O)N1CCN(Cc2ccc3c(c2)OCO3)CC1 under SSB-PriA inh: -5

More compounds follow:
SMILES	SSB-PriA inh
Cn1c(=O)c2c(nc3n2CC(c2ccc(F)cc2)=NN3Cc2c(F)cccc2Cl)n(C)c1=O	-7
O=C(CSc1nc2scc(-c3ccco3)c2c(=O)n1-c1ccccc1)Nc1ccccc1	-8
COc1ccc(CNC(=O)NCCOc2cc(C)cc(C)c2)cc1OC	-5
Cc1cc(NC(=O)Cn2c(=O)c3c(N4CCN(C(=O)C5CC5)CC4)ccnc3n(C)c2=O)no1	-27
Clc1ccc(-c2csc3ncnc(N4CCN(C/C=C/c5ccccc5)CC4)c23)cc1	-19
CC(=NOC(=O)c1ccc(Br)cc1)c1ccccn1	-11
O=C(c1cccc(Oc2ccccn2)c1)N1CCN(C(=O)C2CC2)CC1	-4
O=C(Cc1ccccc1Cl)NCCn1nc(-c2ccncc2)c2c1CCCC2	-5
COC(=O)CSC1CCN(C(=O)c2ccc(Br)o2)C1 (configuration not stated)	-11
O=C(Cc1csc(SCC(=O)c2ccccc2)n1)NCc1ccco1	-4
Cn1cc(C(=O)N2CCCC2)cc(NC(=O)c2cccs2)c1=O	-2
O=C(c1cccc2ccccc12)N1CCN(C[C@H](O)c2ccco2)CC1	-4
Cc1ccc(F)cc1S(=O)(=O)Nc1cnc(N2CCN(c3ccccn3)CC2)nc1	7
Cn1nc(CNC(=O)C2CCC2)cc1C1CC1	-5
CCOc1ccc(C=NNC(=O)c2cc3c(OC)cc(OC)cc3[nH]2)cc1OC	6
CCn1ccc(C(=O)N2CC(=O)Nc3ccccc32)n1	-10
COc1ccc(NC(=O)C(=O)NCC(c2ccsc2)N2CCc3ccccc3C2)c(OC)c1 (configuration not stated)	-6
Cc1ccccc1NC(=S)NN=CC(C)c1ccccc1 (configuration not stated)	7
CC(Cn1nc([N+](=O)[O-])cc1C)=NNC(=O)COc1ccccc1[N+](=O)[O-]	-14
COC(=O)c1ccc2c(=O)n(CCCC(=O)NCC3CCCO3)c(=S)[nH]c2c1 (configuration not stated)	7
CC1CN(C(=O)Cn2cc(SCC(=O)N3CCc4ccccc43)c3ccccc32)CC(C)O1 (configuration not stated)	1
O=C(CSc1nnc(-c2ccccc2)o1)Nc1nsc(-c2ccccc2)n1	2
CC1Oc2ccccc2C(=O)N(CC(=O)c2ccc([N+](=O)[O-])cc2)C1=O (configuration not stated)	9
Cc1nn(-c2ccc(N3CCN(C(=O)c4c(F)cccc4Cl)CC3)nn2)c(C)c1C	2
CCOC(=O)c1ccc(NC(=O)CSc2nc3c(c(=O)[nH]2)CN(CCc2ccccc2)CC3)cc1	3

3 records drawn at random from those above, as already listed:
SMILES	SSB-PriA inh
COC(=O)CSC1CCN(C(=O)c2ccc(Br)o2)C1 (configuration not stated)	-11
Clc1ccc(-c2csc3ncnc(N4CCN(C/C=C/c5ccccc5)CC4)c23)cc1	-19
Cn1nc(CNC(=O)C2CCC2)cc1C1CC1	-5

Further structures
SMILES	SSB-PriA inh
ON=C1CCc2nonc2C1=NO	-10
Cc1nc2c(=O)[nH]nc(-c3cccs3)c2s1	-5
O=C(Cn1cnc2ccccc21)NCC1CCCN1c1nc2ccccc2o1 (configuration not stated)	-1
CCOCC(=O)NCC1CCN(S(C)(=O)=O)CC1	0
COc1ccc(CC(=O)Nc2cc(C)nn2-c2nc3c(cnn3-c3cccc(C)c3)c(=O)[nH]2)cc1OC	5
CCOC(=O)c1c(-c2ccccc2)oc2c1cc(OC(=O)c1ccc(S(=O)(=O)N3CCOCC3)cc1)c1ccccc12	-9
O=C(Cc1noc2ccccc12)NCc1nn(C2CCCC2)c(=O)c2ccccc12	22
O=C(COc1coc(CN2CCN(c3ccccc3)CC2)cc1=O)c1ccccc1	-21&2
COc1cncc(OC2CCN(S(=O)(=O)/C=C/c3ccccc3)C2)n1 (configuration not stated)	-1
COc1ccc(-n2c(=O)c3ccccc3n(Cc3ccccc3F)c2=O)cc1	-2
CC1CN(c2ncnc3c2cnn3CCNC(=O)c2ccc(F)cc2)CC(C)O1 (configuration not stated)	-3
CCn1c(SCC(=O)NN=C/C=C/c2ccco2)nnc1-c1ccccc1	-2
Cc1cccc(-c2noc(-c3cccnc3N3CCC(C(=O)NCc4ccc5c(c4)OCO5)CC3)n2)c1	-7
O=C(NCC1(c2cccs2)CCOCC1)c1cc(Br)cs1	4
CCCC(=O)N=c1sc2cc(Cl)cc(C)c2n1C	6
COc1ccc(-c2csc(NC(=O)c3ccc(Br)cc3F)n2)cc1OC	-10
O=C(Nc1nc2c(ccc3ccccc32)s1)c1ccc(C(=O)c2ccccc2)cc1	-11
COc1ccccc1CNC(=O)Cn1nc(-c2ccc(C)cc2C)ccc1=O	14
O=C(C1CCN(c2ncnc3c2sc2ncccc23)CC1)N1CCC(Cc2ccccc2)CC1	-13
Cc1ccccc1C(N)=NOC(=O)c1ccc(F)cc1	-26
O=C(CN1C(=O)c2ccccc2C1=O)Nc1nnc(-c2ccco2)o1	-6
O=C(CCCN1C(=O)/C(=C\c2ccco2)SC1=S)NC1=NCCS1	-18
CCOc1ccc(-c2ccc(N3CCN(C(=O)C(F)(F)F)CC3)nn2)cc1	-16
CCn1cc2nc(SCC(=O)NCCC3=CCCCC3)n(Cc3ccc(C)cc3)c(=O)c2n1	-5
O=C(c1ccc(S(=O)(=O)N2CCCC2)cc1)N1CC(N2C(=O)CCC2=O)C1	-26
CCN(CC)c1ccc(C=NNC(=O)c2c[nH]c3ccccc23)cc1	17
Cn1cccc1-c1noc(CNC(=O)c2cnc3ccccc3n2)n1	15
